PAX8 reporter: inhibitors of PAX8-driven TPO luciferase reporter, primary screen, RMG-I cells, single concentration | SteadyGlo, 24 h | inhibition, % at 12.6 µM | 360,000 compounds, 1.2% hits | AID 652154, 2013;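 active = mean replicate inhibition at least 60% with every replicate also reaching 60%; inconclusive = only one of the two criteria is met; inactive = mean below 60% and not all replicates reaching 60%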;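 also: luciferase light reporting Pax8 driven TPO promoter activity; plate controls were median of neutral control wells for no effect and mitoxantrone controls for full effect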
ARNT TACC3 PPI: disruptors of ARNT/TACC3 protein interaction, primary screen, biochemical, AlphaScreen, single concentration | Transforming acidic coiled-coil-containing protein 3 (Homo sapiens), Q9Y6A5 | AlphaScreen His-ARNT PAS-B/GST-TACC3 binding, luminescence; TACC3 fragment carries E629A point mutation | inhibition, % at 9.99 µM | 390,000 compounds, 0.66% hits;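 active = mean inhibition of replicates at least 50% and at least half of replicates each reaching 50%; inconclusive = half or more replicates reach 50% but mean below 50%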;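 also: 0% = complete ARNT plus TACC3 wells and 100% = ARNT alone without TACC3; many hits fall short of the cut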
Xi reactivation: activators of inactive X chromosome reactivation, primary screen, imaging, XiGFP fibroblasts, GFP high-content imaging, set 2; XiGFP mouse fibroblasts, % GFP-positive cells imaging, 3 d; cells co-treated with 5-aza-dC sensitizer; scaled so ellipticine positive control = 100%; activation, % at 7.58 µM; AID 743238, 2013; 360,000 compounds, 0.055% hits;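 active = mean normalized replicate activation at least 10% and every replicate at or above 10%; inconclusive = only one of the two criteria met; inactive = mean below 10% and not all replicates reach 10%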;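 also: 0% = median of on-plate neutral control wells and 100% = ellipticine 6 µM median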
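Material: XiGFP fibroblasts, SV40-immortalized; Buffer or medium: DMEM containing 5-aza-dC; Compound dosing: single point; Times: 3 days compound exposure.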
ERp5 block: inhibitors of ERp5-driven insulin aggregation, primary screen, biochemical, turbidity, absorbance 650 nm, single point; 350,000 compounds, 0.05% hits; AID 651711, 2012; inhibition, % at 9.99 µM; 90 min;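 active = mean replicate inhibition above about 25%, with every replicate also reaching it, limit read from the data, passing the limit was not always enough; inconclusive = only one of those two criteria met; inactive = neither criterion met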
Target sequence (Q15084 whole entry, looked up): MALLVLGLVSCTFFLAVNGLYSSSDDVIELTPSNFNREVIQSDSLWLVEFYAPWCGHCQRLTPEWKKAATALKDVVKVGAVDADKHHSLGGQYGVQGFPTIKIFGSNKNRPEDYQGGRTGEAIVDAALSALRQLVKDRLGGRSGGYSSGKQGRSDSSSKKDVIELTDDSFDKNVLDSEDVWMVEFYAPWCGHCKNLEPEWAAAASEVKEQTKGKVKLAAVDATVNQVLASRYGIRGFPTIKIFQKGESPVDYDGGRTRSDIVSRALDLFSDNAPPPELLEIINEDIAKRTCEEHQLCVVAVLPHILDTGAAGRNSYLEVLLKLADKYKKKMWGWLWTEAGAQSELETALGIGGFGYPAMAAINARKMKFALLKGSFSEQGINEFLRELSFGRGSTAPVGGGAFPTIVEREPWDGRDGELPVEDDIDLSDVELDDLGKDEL
INS-1E GSIS act: GLuc luminescence reporter in INS-1E cells, primary screen for activators of glucose-dependent secretion of insulin; 370,000 compounds, 0.61% hits; INS-1E GLuc reporter insulin secretion, 2-3 h; AID 743287, 2014; activation, % at 16.6 µM;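 active = lowest replicate activation of at least 40%, so every replicate reaches that level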;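 also: 0% = median of neutral control wells and 100% = median of IBMX positive control wells; some compounds called inactive have numbers as strong as hits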
EWS-Fli inh: EWS/Fli-driven NR0B1 reporter inhibitors, primary screen, A673 cells, NR0B1 luciferase, luminescence, MLPCN library | 350,000 compounds, 0.67% hits | viability-normalised | inhibition, % at 12.6 µM;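 active = mean inhibition of at least 50% after viability correction, with every replicate also passing that limit; inconclusive = mean reaches 50% but only one of two replicates passes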;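 also: firefly luciferase signal divided by Alamar Blue viability fluorescence both relative to DMSO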
DENV2 CPE: inhibitors of DENV2 cytopathic effect, primary screen, cell-based, plate reader, single concentration; DENV2-infected cells, cytopathic effect rescue; CPE inhibition, % at 9.99 µM; 350,000 compounds, 1.7% hits; AID 651640, 2012; in the data active = CPE inhibition above about 20%, passing the limit was not always enough; inconclusive = no clear call, values can overlap the other calls; tested in BHK-21 cells;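 also: 0% = median of neutral control wells and 100% = median of positive control wells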
F508del corr: F508del CFTR correction, initial screen, CFBE line, single point; 350,000 compounds, 0.36% hits; CFBE cells, YFP halide quenching; stimulated with forskolin plus potentiator P3; % fluorescence drop versus neutral controls; activity (quench increase), % at 7.58 µM;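 active = mean added fluorescence quench of at least 8% versus neutral control, with both replicates also reaching 8%; inconclusive = only one of the mean or replicate conditions met; inactive = mean below 8% and not both replicates reaching 8%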;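 also: cells transiently co-express mutant CFTR-F508del with the halide-sensitive YFP; corrector assay measuring rescue of mutant channel to the surface after 24 h compound exposure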
Starred values were filed as active, the others as inactive; ? = inconclusive; nt = no result given; & = joins results of further samples. Compounds were not picked by outcome (roughly 4.2% active in at least one column).

SMILES	PAX8 reporter	ARNT TACC3 PPI	Xi reactivation	ERp5 block	INS-1E GSIS act	EWS-Fli inh	DENV2 CPE	F508del corr
CCOC(=O)Cc1csc(NC(=O)CCCC(=O)O)n1	4	nt	0.2	-1	nt	-4	4	-0.7
O=C(c1ccc2c(c1)C(=O)N(Cc1ccco1)C2O)N1CCOCC1 (stereo not drawn)	-4	1	-0.2	2	3	-8	-6	-0.9
O=C(O)/C=C/C(=O)Nc1ccccc1-c1ccccc1NC(=O)/C=C/C(=O)O	52	1	0.1	4	-3	8	-5	1.8
Nc1cnn(Cc2ccc(F)cc2)c1	8	2	0.2	7	3	-17	-1	-2.0
CCCNC(=O)N1CC2(C1)CN(C(C)=O)[C@H](CO)c1[nH]c3cc(OC)ccc3c12	nt	nt	0.3	nt	12	-3	-7	-0.3
Nn1c(Cc2cccc3ccccc23)nnc1SCc1ccccc1Cl	21	-11	0.1	nt	-6	nt	nt	nt
C/C=C/c1ccc2c(c1)[C@H]1[C@H](CCN1C(=O)C1CC1)[C@@H](CO)N2	nt	nt	0.7	1	10	-7	7	-1.0
Cc1ccc(CN2CCN(Cc3ccco3)CC2)cc1	6	-4	0.0	1	8	6	-2	-2.2
O=S(=O)(Nc1ccc(Br)cc1)N1CCOCC1	6	-5	-0.2	0	-25	3	0	-1.7
COc1ccc(NC(=O)C[C@H]2C(=O)N(c3ccc(OC)cc3)C[C@@H]2C)cc1	101*	nt	-0.1	-1	6	0	?	-3.2
C[C@H]1CN([C@@H](C)CO)S(=O)(=O)c2ccc(C#CC(C)(C)O)cc2O[C@@H]1CN(C)C(=O)C1CC1	nt	nt	0.2	nt	1	4	nt	4.0
CO[C@@H]1CN(C)C(=O)c2cc(NC(=O)C3CCCCC3)ccc2OC[C@@H](C)N(Cc2nccs2)C[C@@H]1C	14	3	0.6	-7	-18	1	-4	-1.1
COc1cc(C(C)=O)ccc1OCC(=O)Nc1cc(S(=O)(=O)N2CCOCC2)ccc1N1CCCC1	11	2	0.3	-7	26	4	6	4.2
C[C@]12CCC(=O)C=C1CC[C@@H]1[C@@H]2[C@@H](O)C[C@@]2(C)[C@H]1CC[C@]2(O)C(=O)CO	9&8	-1&-3	0.0&0.2	-5&3	-9&-12	4&-8	-13&-2	4.2&-2.5
CCOc1ccc(OCC(=O)OCn2c(SC)nnc(C)c2=O)cc1	14	5	0.0	-5	-13	1	-4	nt
Cc1ccc(C(=O)OCC(=O)N(CC(C)C)c2c(N)n(Cc3ccccc3)c(=O)[nH]c2=O)o1	-7	-3	0.0	4	13	3	-1	0.2
Cc1ccc(C(=O)Nc2cccc(NC(=O)c3cccnc3)c2)cc1	-8	nt	0.0	2	24	-7	-2	1.1
Cc1nnc2n(c1=O)N=C(c1ccc(Cl)cc1)CS2	-17	2	0.0	-3	-4	-20	6	2.7
Cc1cc(N2C(=O)C(O)=C(C(=O)c3ccco3)C2c2ccc(Cl)cc2)no1 (stereo not drawn)	-7	6	-0.1	-3	0	-3	13	2.2
Cn1c(NC(=O)c2ccc(F)cc2)c(-c2cccs2)c(=O)c2ccccc21	-9	-2	0.2	2	10	0	-8	-3.4

Sorted by number of heavy atoms (rising): some entries from above
SMILES	PAX8 reporter	ARNT TACC3 PPI	Xi reactivation	ERp5 block	INS-1E GSIS act	EWS-Fli inh	DENV2 CPE	F508del corr
O=S(=O)(Nc1ccc(Br)cc1)N1CCOCC1	6	-5	-0.2	0	-25	3	0	-1.7
Cc1nnc2n(c1=O)N=C(c1ccc(Cl)cc1)CS2	-17	2	0.0	-3	-4	-20	6	2.7
Cc1ccc(CN2CCN(Cc3ccco3)CC2)cc1	6	-4	0.0	1	8	6	-2	-2.2
CCOc1ccc(OCC(=O)OCn2c(SC)nnc(C)c2=O)cc1	14	5	0.0	-5	-13	1	-4	nt
C[C@]12CCC(=O)C=C1CC[C@@H]1[C@@H]2[C@@H](O)C[C@@]2(C)[C@H]1CC[C@]2(O)C(=O)CO	9&8	-1&-3	0.0&0.2	-5&3	-9&-12	4&-8	-13&-2	4.2&-2.5
COc1ccc(NC(=O)C[C@H]2C(=O)N(c3ccc(OC)cc3)C[C@@H]2C)cc1	101*	nt	-0.1	-1	6	0	?	-3.2
C[C@H]1CN([C@@H](C)CO)S(=O)(=O)c2ccc(C#CC(C)(C)O)cc2O[C@@H]1CN(C)C(=O)C1CC1	nt	nt	0.2	nt	1	4	nt	4.0
COc1cc(C(C)=O)ccc1OCC(=O)Nc1cc(S(=O)(=O)N2CCOCC2)ccc1N1CCCC1	11	2	0.3	-7	26	4	6	4.2
CO[C@@H]1CN(C)C(=O)c2cc(NC(=O)C3CCCCC3)ccc2OC[C@@H](C)N(Cc2nccs2)C[C@@H]1C	14	3	0.6	-7	-18	1	-4	-1.1

Further compounds:
SMILES	PAX8 reporter	ARNT TACC3 PPI	Xi reactivation	ERp5 block	INS-1E GSIS act	EWS-Fli inh	DENV2 CPE	F508del corr
Cc1ccc(Nc2nc3ccccc3c(=O)s2)cc1C	18	-6	0.0	-8	8	-5	-4	nt
CN(CC(=O)Nc1ccc(Cl)cc1)C(=O)CNC(=O)c1cccs1	-8	1	0.2	-1	8	-6	-16	1.6
Cc1cc(NC(=O)c2ccc(-c3ccccc3[N+](=O)[O-])o2)no1	-81	4	0.0	11	6	-5	-7	-2.5
CCN1[C@@H]2Cn3c(ccc(-c4cccc(OC)c4)c3=O)[C@H]1[C@@H](C(=O)N(C)C)[C@@H]2CO	nt	-12	-0.1	0	8	-2	-1	nt
CN(C)c1ccc(/C=C(\NC(=O)c2ccccc2)C(=O)NCCN2CCOCC2)cc1	-8	-1	-0.1	-3	41*	0	2	-2.5
Cc1ccc(NC(=O)CNC(=O)CC23CC4CC(CC(C4)C2)C3)c(O)c1	nt	-5	0.1	7	-53	1	5	-1.6
Brc1cccc(CNc2nc3ccccc3n2CCN2CCOCC2)c1	4	1	0.5	-7	-4	8	-1	-0.6
CN1CCN(NC(=O)/C=C/c2ccc(C(C)(C)C)cc2)CC1	-5	-9	0.2	-5	-3	-9	3	-1.7
O=C(C[C@H]1C=C[C@@H](NC(=O)c2ccc(F)cc2)[C@H](CO)O1)NCCc1ccncc1	4	0	-0.1	-6	15	-3	-2	-1.5
C[C@H](CO)N1C[C@H](C)[C@@H](CN(C)C(=O)CCC(F)(F)F)OCCCC[C@H](C)Oc2ccc(NC(=O)C3CCCCC3)cc2C1=O	-8	-6	0.2	2	-12	4	-1	1.2

3 structures already listed, arranged by molecular weight, falling:
SMILES	PAX8 reporter	ARNT TACC3 PPI	Xi reactivation	ERp5 block	INS-1E GSIS act	EWS-Fli inh	DENV2 CPE	F508del corr
O=C(C[C@H]1C=C[C@@H](NC(=O)c2ccc(F)cc2)[C@H](CO)O1)NCCc1ccncc1	4	0	-0.1	-6	15	-3	-2	-1.5
CN(CC(=O)Nc1ccc(Cl)cc1)C(=O)CNC(=O)c1cccs1	-8	1	0.2	-1	8	-6	-16	1.6
Cc1ccc(Nc2nc3ccccc3c(=O)s2)cc1C	18	-6	0.0	-8	8	-5	-4	nt

(next part)
SMILES	PAX8 reporter	ARNT TACC3 PPI	Xi reactivation	ERp5 block	INS-1E GSIS act	EWS-Fli inh	DENV2 CPE	F508del corr
O=C(NNC(=O)C1CCN(C(=O)Nc2ccccc2)CC1)c1ccc([N+](=O)[O-])cc1	-15	9	0.0	7	-1	-5	16	4.6
CC(C)N(Cc1ccccc1)S(=O)(=O)c1cccs1	-24	-17	-0.1	5	-9	11	12	0.6
CO[C@@H]1CN(C)C(=O)c2ccc(NC(=O)c3cc(C)on3)cc2OC[C@H](C)N(C)C[C@H]1C	-3	-5	0.0	2	1	-2	0	-1.4
CC1CC(C)CN(c2ccc(S(=O)(=O)N3CCOCC3)cc2)C1 (stereo not drawn)	-149	-5	0.2	-3	-31	nt	3	1.9
C[C@@H]1CN([C@H](C)CO)S(=O)(=O)c2ccc(/C=C/c3ccccc3)cc2O[C@H]1CN(C)C(=O)c1ccccc1	13	2	-1.2	-6	-24	31	16	0.9
COc1ccc(NC(=O)C2CCCN2S(=O)(=O)c2ccc3c(c2)CCC(=O)N3)cc1Cl (stereo not drawn)	11	nt	0.3	-12	2	3	13	-1.1
COc1ccc(C(=O)CSc2nnn(-c3cccc(NC(C)=O)c3)n2)cc1	-45	-7	0.0	2	nt	-91	5	0.8
CCCN(C)C[C@@H]1OCCCC[C@@H](C)Oc2ccc(NS(=O)(=O)c3c(C)noc3C)cc2C(=O)N([C@H](C)CO)C[C@@H]1C	-17	-10	0.0	0	-10	1	7	-1.2
CCCCN(C(=O)c1ccc(S(=O)(=O)N2CCC(C)CC2)cc1)C1CCS(=O)(=O)C1 (stereo not drawn)	11	-4	0.1	0	-11	6	-2	1.0
C[C@H]1CN([C@@H](C)CO)C(=O)Cc2cc(NS(=O)(=O)c3ccc(F)cc3)ccc2O[C@H]1CN(C)Cc1ccccc1	-1	nt	0.0	6	-19	-2	-4	3.0
Cc1ccc(S(=O)(=O)NCCC(=O)Nc2ccc(C)c(Cl)c2)cc1C	5	2	-0.4	-2	-42	21	1	nt
CCOC(=O)c1ccc(Nc2ccc([N+](=O)[O-])cn2)cc1	-6	0	0.2	1	13	-14	-17	3.0
COc1cc(OC)cc(C(=O)NCc2ccc3c(c2)cc(C)n3C)c1	1	6	-0.2	-1	-16	13	-3	-1.1
CC(C)c1cc(N=NC(N)=O)cc(C(C)C)c1O	-3	0	0.0	nt	20	nt	nt	nt
C/C(=N/NC(=O)CNC(=O)c1cccc(F)c1)c1ccc2c(c1)CCCC2	14	-8	0.0	-6	-38	-4	-2	-3.6
O=C(COC(=O)CCNS(=O)(=O)c1ccccc1F)Nc1nnc(-c2ccccc2)o1	-6	30	0.0	12	10	7	-5	1.6
CN1CCc2c(sc(NC(=O)c3ccco3)c2C(N)=O)C1	-31	1	-0.1	4	7	-27	-7	2.1
COc1ccc(CN(C)C[C@@H]2OCCCC[C@H](C)Oc3ccc(NC(=O)NC(C)C)cc3C(=O)N([C@@H](C)CO)C[C@H]2C)cc1	2	-11	0.3	11	-7	2	10	-1.0
CCCN(C)C[C@@H]1Oc2cc(-c3ccccc3OC)ccc2S(=O)(=O)N([C@@H](C)CO)C[C@@H]1C	nt	-5	-0.2	-13	20	2	1	-1.5
CCCNC(=O)N(C)C[C@H]1Oc2cc(C#CC(C)(C)O)ccc2S(=O)(=O)N([C@H](C)CO)C[C@H]1C	-5	-7	0.6	0	15	-1	-2	2.2
CC1(C)Cc2c(sc(NC(=O)Cc3ccccc3)c2C#N)CO1	-9	-5	-0.1	-1	-1	-12	3	-1.0
CCc1cccc(NC(=S)N(CCOC)C2CCN(C(C)=O)CC2)c1	-21	-18	0.0	1	-8	-14	3	0.8
CC(=O)Nc1cc(C(=O)NCCN2CCN(Cc3ccccc3)CC2)ccc1Sc1ccc(C)cc1	-13	-6	0.1	3	-11	-4	12	-1.6
COc1ccc(C#Cc2ccc([C@@H]3[C@@H](CO)N4C(=O)CN(C(=O)C5CCOCC5)C[C@@H]34)cc2)cc1	-13	nt	0.1	0	-2	8	-6	1.6
Cc1ccc(S(=O)(=O)N[C@H]2CC[C@@H](CCn3cc(-c4cccnc4)nn3)O[C@@H]2CO)cc1	11	-1	0.4	-5	8	-2	-3	0.5
